KB-V1 MDR tox: kills drug-selected multidrug resistant KB-V1 cells; KB-V1 MDR cells viability, CellTiter-Glo, 72 h; Potency, µM (top dose mostly 46.1 µM), without a hit: top-dose activity change, negative = cytotoxicity, actives largely listed as cytotoxic; 400,000 tested, 3.4% active; note: potency is the fitted concentration of half-maximal effect; % is set by controls: 0 for no effect and ±100 for the full control effect; nearly all actives have a fitted effect of over 60% in size
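Drug-selected KB-V1 cells, grown in DMEM lacking phenol red with 10% FBS, receive compound titrations; after three days at 37 degrees C, surviving cell ATP is quantified by CellTiter-Glo luminescence and responses normalized and curve-fitted.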
IL-1B inflam inh: inflammasome signaling inhibition, IL-1 beta readout; activity change, % at 57.5 µM; AID 743279; 360,000 tested, 4.7% active; THP-1 LPS/ATP IL-1B secretion, AlphaLISA, 16 h; active compounds read low; in the data active = activity change below about -50%; inconclusive = mostly about -30% to -49%; note: % is set by controls: 0 for no effect and ±100 for the full control effect
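THP-1 cells pretreated 1 hr with compounds (up to 57.5 uM final), then stimulated with LPS (250 ng/mL final) plus ATP (1.25 mM final); secreted IL-1B measured by AlphaLISA after 16 hr, decreased signal indicating inhibition.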
HT1080 IDH1KD tx: HT-1080 IDH1 knockdown cell toxicity (counter line). HT-1080 IDH1 knockdown viability, ATP luminescence, 48 h. AID 686971. Potency, µM (doses to about 46.1 µM), inactives show at the highest dose activity, negative = toxicity, most hits filed as cytotoxic. 360,000 tested, 2% active;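 note: potency is the fitted concentration of half-maximal effect; 0% = DMSO wells and -100% = cell-free medium wells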
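Knockdown cells (IDH1KD HT-1080) received compounds 2 h after plating at 750 cells/well and were kept 48 h at 37 °C in 5% FBS RPMI. A CellTiter-Glo luminescence read gave % activity for curve fitting.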
SW480 rereplic: induces DNA re-replication in SW480 colon adenocarcinoma cells | 340,000 tested, 1.8% active | SW480 DNA re-replication, Hoechst DNA content imaging, 48 h | Potency, µM (top dose mostly 46.1 µM), for inactives: at the top dose re-replication activation, usual class: activators; note: potency is the fitted concentration of half-maximal effect; % of control where 0% means no effect; nearly all actives have a fitted effect of over 55% in size
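250 cells/well; 23 nL cpd via pin tool; 48 hr, 37 C, 5% CO2; Hoechst 40 min; imager read of total nuclear intensity, ex 405/em 500-530 nm.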
KB-3-1 tox: kills parental KB-3-1 adenocarcinoma cells; AID 1347075; 400,000 tested, 1.4% active; Potency, µM (top dose mostly 46.1 µM), without a hit: at the highest dose activity change, negative = cytotoxic, hits mostly cytotoxic; KB-3-1 viability, CellTiter-Glo ATP luminescence, 72 h; note: potency is the fitted concentration of half-maximal effect; % is set by controls: 0 for no effect and ±100 for the full control effect; nearly all actives have a fitted effect of over 60% in size
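Parental KB-3-1 viability, qHTS format: 72 h compound exposure, 37 °C; CellTiter-Glo; media-only wells and DMSO plates as controls; concentration-effect fits on corrected data.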
HT1080NT lethal: kills 2HG-producing HT-1080-NT fibrosarcoma cells; HT-1080-NT fibrosarcoma viability, CellTiter-Glo ATP luminescence, 48 h; Potency, µM (doses to about 46.1 µM), for the others: at the highest dose activity, negative = less viability, usual class: cytotoxic; 360,000 tested, 1.6% active; AID 686970;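 note: NT is the 2HG producing partner of a matched IDH1 knockdown line; potency is the fitted concentration of half-maximal effect; 0% = DMSO-treated cells and -100% = media-only wells without cells; nearly all actives have a fitted effect of over 55% in size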
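Toxicity toward the 2HG-producing NT line was scored as %Activity, normalised to DMSO and no-cell wells, from CellTiter-Glo luminescence after 48 hours' treatment.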
HEK293 tox: cytotoxicity in counter-screen for GLP-1R inverse agonists; HEK293 cAMP-luciferase reporter cells, luminescence, 24 h; Potency, µM (titrated, usually from 38.3 µM), without a hit: top-dose activity change, negative = inhibition, usual class: inhibitors; 410,000 tested, 0.13% active; AID 624418;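 note: loss of luciferase light is scored as toxicity; potency is the fitted concentration of half-maximal effect; % is set by controls: 0 for no effect and ±100 for the full control effect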
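1536-well qHTS counterscreen of the MLSMR; 200 cells/uL, 12 h pre-incubation, 23 nL cpd, 24 h at 37 deg C 5% CO2, luciferase detection reagent, 12 min RT, luminescence. Inhibition = undesired.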
D3 ag: D3 dopamine receptor (human) agonism; P35462; max activation, %; 410,000 tested, 0.58% active; D3R DiscoveRx beta-arrestin cells, luminescence, 90 min; AID 652048; in the data active = max activation above about 30%; note: 0% is about no effect; mostly tested at two doses, the higher about 12 µM
Target sequence (P35462 whole entry, looked up): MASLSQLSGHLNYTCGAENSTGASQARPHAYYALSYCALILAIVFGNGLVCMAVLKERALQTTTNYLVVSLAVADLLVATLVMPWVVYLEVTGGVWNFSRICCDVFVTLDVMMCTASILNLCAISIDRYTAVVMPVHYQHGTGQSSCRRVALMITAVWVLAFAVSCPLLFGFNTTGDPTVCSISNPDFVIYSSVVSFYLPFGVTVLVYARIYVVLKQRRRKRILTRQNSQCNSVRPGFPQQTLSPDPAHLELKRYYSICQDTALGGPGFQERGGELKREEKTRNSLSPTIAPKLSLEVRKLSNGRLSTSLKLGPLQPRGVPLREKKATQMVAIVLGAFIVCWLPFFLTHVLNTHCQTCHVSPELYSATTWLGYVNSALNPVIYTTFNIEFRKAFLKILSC
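Agonist mode: compounds and dopamine controls were applied to plated cells for 90 min at 37 degrees C after an overnight attachment at 1500 cells/well. Luminescent read-out followed 30 - 60 minutes at room temperature with DiscoveRx detection reagent.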
MCF10A rereplic: induces DNA re-replication in MCF 10a normal breast cells | MCF 10A DNA re-replication, Hoechst nuclear intensity, 48 h | Potency, µM (titrated, usually from 46.1 µM), without a hit: at the highest dose activity, positive = re-replication, usual class: activators | 350,000 tested, 2.9% active | AID 624296; note: potency is the fitted concentration of half-maximal effect; % of control where 0% means no effect; nearly all actives have a fitted effect of over 50% in size
An asterisk follows results filed as active; ? = inconclusive; · = not tested or not shown; & = joins results of further samples; [ ] = remark or other dose. Unless noted, calls come from the whole dose curve; as a rule, active = well fitted curve in the direction sought with a large enough effect; inconclusive = small, poorly fitted or top-dose-only effect, or another doubt; inactive = no such curve, though single readings can be large; an effect the other way counts as inactive or inconclusive.

SMILES	KB-V1 MDR tox	IL-1B inflam inh	HT1080 IDH1KD tx	SW480 rereplic	KB-3-1 tox	HT1080NT lethal	HEK293 tox	D3 ag	MCF10A rereplic
NC(=O)c1c(NC(=O)c2ccccc2)sc2c1CCC2	-11.3%	-14.8	?	?	10.6%	-16.9%	-1.4%	4.6	-3.9%
COc1ccccc1NC(=O)Nc1nc(CC(=O)N2CCN(c3ccc(F)cc3)CC2)cs1	?	-9.0	-29.7%	8.3%	-25.3%	-18.2%	-8.3%	12.4	?
O=C(COC(=O)CCS(=O)(=O)c1ccc(Cl)cc1)NC1CCCCC1	?	-1.5	14.9%	0.1%	4.6%	18.1%	-0.6%	-1.8	0.8%
Cn1cnnc1SCC(=O)N1N=C(c2ccc(Cl)cc2)CC1c1ccco1 (stereo not given)	1.6%	0.0	15.0%	2.2%	-1.7%	12.8%	6.8%	7.1	?
O=S(=O)(NCc1ccccc1)NCc1ccc(Cl)cc1Cl	-2.1%	-21.4	-4.1%	-0.2%	-7.1%	-4.2%	-17.6%	3.3	?
CCC(C(=O)Nc1cccnc1Cl)c1ccccc1 (stereo not given)	6.4%	12.6	-1.2%	-56.8%[inhibitor]	12.2%	-16.5%	5.3%	5.7	-2.8%
O=C(CN1CCN(c2ccccc2F)CC1)NC(=O)NCc1ccco1	21.4%	-3.5	1.1%	3.2%	1.7%	3.9%	16.5%	1.9	-0.4%
O=C(CSc1nc2ccccc2n1CCc1ccccc1)NC1CCS(=O)(=O)C1 (stereo not given)	4.1%	-18.1	6.4%	-15.9%	11.1%	15.2%	-10.1%	-1.0	-0.4%
CC(C)(C)c1ccc(NC(=S)NCc2cccnc2)cc1	-2.6%	18.4	0.9%	-19.7%	-13.1%	3.6%	-22.1%	7.0	?
Cc1ccc(NC(=O)Cn2c(=O)ccc3cc(S(=O)(=O)N4CCCC4)ccc32)cc1C	17.8%	·	·	·	8.4%	·	5.2%	-6.7	·
COc1ccc(N(CC(=O)N2CCN(Cc3ccc4c(c3)OCO4)CC2)S(C)(=O)=O)cc1OC	2.7%	15.9	1.0%	-4.6%	-6.3%	4.8%	-7.9%	1.2	-3.9%
CCCc1nc2c(o1)CC(CC(C)SCC)CC2=O (stereo not given)	4.8%	0.0	18.7%	-5.4%	-1.1%	20.7%	-0.6%	-3.4	18.9%
O=C(NNC(=O)c1ccccc1F)c1ccc(-c2ccccc2Cl)o1	10.8%	-52.4*	2.0%	·	0.5%	3.9%	-5.2%	-4.3	·
CCOC(=O)Cc1c(C)nc2c(-c3cccc(Br)c3)cnn2c1C	5.8%	6.6	0.3%	-72.0%[inhibitor]	0.8%	-1.0%	-8.5%	-1.4	?
CCOc1cc2c(cc1O)C(=NOC)CC1C2CCC2(C)C(O)CCC12 (stereo not given)	0.517µM*	-18.7	1.46µM*	5.8µM*	0.651µM*	1.64µM*	?	-9.5	2.06µM*
CC(Oc1cccc(Cl)c1)C(=O)Nc1ccc(S(=O)(=O)NC2=NCCCCC2)cc1 (stereo not given)	-5.5%	-2.5	0.8%	-1.4%	-10.2%	-0.5%	4.5%	-2.7	-0.7%
COc1ccc(CNC(=O)COC(=O)CCC(=O)c2cccs2)cc1	0.3%	13.9	3.4%	-0.9%	2.2%	-3.0%	7.3%	8.7	-17.5%
Cc1c(C(=O)NCCCN2CCOCC2)sc2ncnc(N3CCN(c4ccccc4)CC3)c12	-4.1%	?	-27.0%	-3.6%	-5.8%	?	23.4%	-18.7	29.9%
Cc1cc(=O)n2nc(N3CCC(C(=O)NCc4ccccc4)CC3)sc2n1	11.3%&0.0%	11.6	-0.8%	?	8.1%&4.3%	13.0%	5.1%&-3.3%	1.2&-6.0	4.8%
COc1ccc(CNc2oc(C)nc2C#N)cc1	-8.6%	-2.7	10.8%	-25.6%	13.0%	2.1%	3.9%	0.5	20.6%
COc1ccc(C(=O)Nc2nnc(S(=O)(=O)N3CCC(C)CC3)s2)cc1OC	-11.3%&1.1%	-15.3	-3.2%	19.3%	-0.4%&8.7%	-3.2%	-14.5%&-0.6%	-5.5&5.4	12.2%
CCc1cc(=O)oc2c(C)c(OC(C)C(=O)NCCCN3CCOCC3)ccc12 (stereo not given)	6.7%	16.9	3.8%	?	16.9%	5.8%	1.8%	-1.3	?
Cc1nn(-c2ccccc2)nc1C(=O)Nc1cccc(C(=O)NC2CC2)c1	?	8.5	5.2%	·	-12.9%	5.8%	-20.6%	1.8	·
O=C(Nc1ccncc1)c1ccc(Cl)c(S(=O)(=O)N2CCc3ccccc32)c1	?	?	?	-339.8%[inhibitor]	?	?	-28.3%	-10.0	?
Cc1oc(-c2ccccc2Cl)nc1CSCC(=O)O	3.0%	58.7	4.2%	-1.1%	-3.6%	-8.7%	5.0%	-0.9	5.5%
C(=N\N1CCN(Cc2cccc3ccccc23)CC1)/c1cccnc1	?	-7.0	-1.2%	-0.2%	?	-5.1%	-10.9%	-22.7	25.9µM*
COc1ccc(Nc2c(-c3cc4ccccc4o3)nc3nc(C)cc(C)n23)cc1	?	10.3	-12.4%	·	-4.3%	-15.3%	-2.9%	5.7	·
Cn1ncc([N+](=O)[O-])c1C(=O)Nc1ccc(Cl)cc1	1.7%	?	-2.9%	-11.4%	-4.9%	-2.9%	?	-5.8	?
CCOC(=O)CSc1nc2cccnc2n1-c1ccc(F)cc1	16.9%	-0.2	6.1%	5.4%	2.9%	2.8%	-2.9%	-2.4	-21.2%
N#Cc1ccccc1NC(=S)Nc1ccc(F)cc1	0.7%	-6.9	0.4%	-4.1%	-29.1%	11.1%	7.1%	8.6	-0.5%

By substructure, the compounds so far containing two or more sulfur atoms (2)
SMILES	KB-V1 MDR tox	IL-1B inflam inh	HT1080 IDH1KD tx	SW480 rereplic	KB-3-1 tox	HT1080NT lethal	HEK293 tox	D3 ag	MCF10A rereplic
O=C(CSc1nc2ccccc2n1CCc1ccccc1)NC1CCS(=O)(=O)C1 (stereo not given)	4.1%	-18.1	6.4%	-15.9%	11.1%	15.2%	-10.1%	-1.0	-0.4%
COc1ccc(C(=O)Nc2nnc(S(=O)(=O)N3CCC(C)CC3)s2)cc1OC	-11.3%&1.1%	-15.3	-3.2%	19.3%	-0.4%&8.7%	-3.2%	-14.5%&-0.6%	-5.5&5.4	12.2%

Remaining list, next part
SMILES	KB-V1 MDR tox	IL-1B inflam inh	HT1080 IDH1KD tx	SW480 rereplic	KB-3-1 tox	HT1080NT lethal	HEK293 tox	D3 ag	MCF10A rereplic
O=C(NCC(=O)N1CCN(S(=O)(=O)c2ccccc2F)CC1)c1ccc2c(c1)OCO2	-22.6%	-8.6	-1.6%	?	-14.6%	-3.3%	-2.3%	2.4	?
Cc1ccc(NC(=O)C=NOCC(=O)Nc2cc(C)cc(C)c2)cc1	-6.7%	1.6	-29.6%	0.8%	-7.3%	-21.9%	13.3%	-0.9	?
COc1ccc(-c2ccc(CN3C(CC(C)C)C(=O)N(Cc4cn(Cc5ccco5)nn4)CCS3(=O)=O)cc2)cc1 (stereo not given)	?	-15.4	?	·	?	?	1.9%	-1.2	·
CC(Sc1nnc(-c2ccccc2F)n1C1CC1)C(N)=O (stereo not given)	-7.7%	-1.7	-5.2%	-5.1%	-9.1%	-13.7%	-2.9%	2.0	0.7%
CC(C)(C)c1ccc(C(=O)N/N=C/c2ccccn2)cc1	-2.2%	161.0	?	6.4%	?	?	?	-11.6	?
COc1ccc(S(=O)(=O)N2CCNC(=O)C2)cc1Br	-6.9%	4.9	-3.4%	-6.9%	-7.7%	-1.0%	13.1%	-5.8	-2.0%
Cc1ccc(NC(=O)COC(=O)CCc2ccccc2)c(Cl)c1	0.3%	-4.4	6.8%	-3.7%	8.7%	0.8%	-3.1%	-0.6	3.1%
O=C(COc1ccccc1)OCC(=O)N1CCCc2ccccc21	4.4%	9.0	16.1%	-0.6%	5.7%	20.7%	2.0%	1.9	-3.6%
CCOc1ccccc1C(=O)NCC(=O)OCC(=O)N1CCCC1	·	9.8	-1.7%	-6.6%	·	0.0%	-6.4%	-3.3	1.3%
CN(C(=O)CN1C(=O)NC(C)(CCc2ccccc2)C1=O)c1ccccc1 (stereo not given)	?	-6.6	4.9%	-1.1%	-0.5%	5.4%	10.9%	2.4	-1.4%
Cc1cccc(-c2nc(C#N)c(N3CCC(C)CC3)o2)c1	-6.0%	25.9	9.3%	-6.1%	-14.1%	9.5%	1.6%	-2.6	5.3%
CC(=O)NCCC(=O)NCC1(N(C)Cc2ccccc2)Cc2ccccc2C1	17.1%	23.1	3.1%	0.8%	3.7%	1.9%	-17.0%	4.2	-6.4%
CCOC(=O)C1=C(c2ccccc2)O/C(=C(/C(=O)OC)C(F)(F)F)S1	1.2%	0.0	6.8%	15.0%	1.9%	5.8%	4.2%	8.4	2.8%
CCCCN(C(=O)c1cnc(C)cn1)c1c(N)n(CCC)c(=O)[nH]c1=O	-12.0%	2.0	-0.9%	?	0.4%	-13.4%	15.8%	-0.1	0.9%
COc1ccc(C(=O)NC(=S)NNC(=O)c2ccc(NC(C)=O)cc2)cc1Br	?	-4.0	-11.2%	-62.4%[inhibitor]	2.5%	-8.5%	0.0%	16.4	19.5%
CCOC(=O)Cc1nnc(NC(=O)CC)s1	-2.9%	-16.5	-2.4%	-7.1%	-0.9%	-0.4%	-18.4%	-6.0	-4.7%
CC1(C)CC(NCCC(c2ccccc2)c2ccco2)CCO1 (stereo not given)	-6.8%	-8.8	-2.3%	-1.4%	10.3%	0.3%	-5.8%	-4.0	4.7%
Cc1cccc(Cn2cnc3c(nnn3Cc3ccccc3F)c2=O)c1	-24.3%	-10.8	-26.1%	-2.8%	-9.9%	-0.6%	-10.9%	56.0*	?
CCc1cccc(OCC(=O)Nc2cc(Cl)ccc2-n2cncn2)c1	-17.3%	3.2	-3.2%	4.61µM*	4.0%	-11.9%	15.2%	5.5	?
Brc1cccc(-c2nnc(CN3CCN(c4ccccn4)CC3)o2)c1	1.5%	·	·	·	-2.8%	·	-3.8%	22.4	·
